Growth percent in the NCI-60 one-dose screen (48 h, 10 µM unless noted): 100 = growth as untreated, 0 = no growth, -100 = all killed.
HL-60(TB): HL-60(TB) leukemia cells. 78,000 compounds, 9% hits; active = growth percent below 10
* = called active by the depositor; & = joins results of further samples; [ ] = remark or other dose.

SMILES	HL-60(TB)
O=S(=O)(c1ccccc1)C1CC1(c1ccccc1)c1ccccc1 (stereo not drawn)	91.5
C=CCC1CCCC(=O)C1CC=C (stereo not drawn)	59.9
Cc1ccc(S(=O)(=O)OCCCCl)cc1	124.4
Nc1ccc(S(=O)(=O)Nc2ncc(Br)cn2)cc1	105.8
CCCCOC1OCN(C2CCCCC2)CC1(C)C (stereo not drawn)	89.8
CC1(C)CC(=O)c2c(nc(Nc3nc4ccccc4s3)nc2-c2ccc(F)cc2)C1	103.0
COc1ccc(Cn2cc(C(=O)N=Nc3c(O)[nH]c4ccc(Cl)cc34)nn2)cc1	93.2
OC(COC(N(F)F)(N(F)F)N(F)F)C(O)COC(N(F)F)(N(F)F)N(F)F (stereo not drawn)	118.3
Cc1cc(Cl)nc(N2CCN(CC(=O)Nc3ccc4c(ccn4C)c3)CC2)n1	100.6
Cc1c(N=O)cc(C(C)C)c(O)c1I	75.9
Nc1ccc(-c2nnc(-c3ccc(Cl)cc3Cl)o2)cc1	83.1
C=CCNc1nc(NN2C(=O)c3cccc4cccc(c34)C2=O)nc(-n2cnc3ccccc32)n1	93.9
CC(C)c1ccc(S(=O)(=O)NC(=O)NC2CC2)cc1	75.3
CCSc1nnc(NC(=O)Cc2ccc(Cl)cc2)s1	96.8
COC[C@@H](CC(C)C)N=C1N/C(=C\c2ccc3ncsc3c2)C(=O)N1C	-1.5*
COc1cc2oc(-c3ccc(NC(=O)c4cccc(Br)c4)cc3)cc(=O)c2c(OC)c1OC	83.2
CC(=O)c1ccc(NC(=O)COc2ccc(C3SCC(=O)N3c3ccccc3)cc2)cc1 (stereo not drawn)	90.9
Nc1ccc(Cl)cc1[N+](=O)[O-]	85.0
O=[N+]([O-])c1ccc(Oc2cc(Cl)c(Cl)cc2Cl)c(Cl)c1	101.4
O=S(=O)(c1ccc(NC(=S)NCc2ccco2)cc1)N1CCCCC1	103.8

Three of the compounds above, field by field.
> Nc1ccc(-c2nnc(-c3ccc(Cl)cc3Cl)o2)cc1
  HL-60(TB): 83.1
> C=CCNc1nc(NN2C(=O)c3cccc4cccc(c34)C2=O)nc(-n2cnc3ccccc32)n1
  HL-60(TB): 93.9
> CC(C)c1ccc(S(=O)(=O)NC(=O)NC2CC2)cc1
  HL-60(TB): 75.3

(listing goes on)
SMILES	HL-60(TB)
O=C(Oc1cc([N+](=O)[O-])c(Cl)cc1Cl)C(=O)Oc1cc([N+](=O)[O-])c(Cl)cc1Cl	89.4
O=c1[nH]ncc2ccccc12	90.4&81.8
CN1C(=O)[C@@]2(C)Nc3ccccc3CN2C1=S	100.9
CS(=O)(=O)Oc1ccc2c3c(c(=O)oc2c1)CCCCCC3	79.2
CN(C)NC(=O)C(c1ccccc1)c1ccccc1	100.0
COc1ccc(NC(=O)c2sc3nc4c(cc3c2N)C(=O)CCC4)cc1	109.4
Cc1ccc(Nc2nc(N)n(Cc3cccc(Br)c3)n2)cc1	87.3
CCOC(=O)c1cc(C(=O)c2cc(OC)c(OC)c(OC)c2)n2nc(-c3ccc(Cl)cc3)ccc12	74.9
COC(=O)CC1=C(C)/C(=C/c2[nH]c(-c3ccc[nH]3)cc2OC)N=C1C	-29.2*
Cc1ccc(-c2nc(S(=O)(=O)c3ccccc3)c(SCC(N)=O)o2)cc1	89.8
CC(C)(C)c1ccc(S(=O)(=O)O)s1	82.5
CCCCCCCCCC(N)=O	104.6
CCCCCCNC(=O)Oc1ccc(/C(=C(/C)c2ccc(OC)cc2)c2ccc(OCCN3CCCCCC3)cc2)cc1	-0.8*
Cc1nc2c(=O)nc3s/c(=C\c4ccco4)c(=O)n3c2nc1C	98.0
Nc1ccc(Br)c(C(F)(F)F)c1	78.5
CCOC(=O)/C(=C\c1ccc(-c2ccccc2)cc1)C(C)=O	93.7
O=C(O)CSCC(=O)Nc1ccccc1Cl	96.2
CCCCOc1ccc(NC(=O)n2nc(N)c3cc(Cl)ccc32)cc1	81.0
Nc1ccc(Cl)c(S(=O)(=O)O)c1	90.5
O=C(O)c1cc(-c2ccc(Cl)cc2)nc2cc(Cl)ccc12	109.0
COc1ccc(/C=C(/C(=O)NS(=O)(=O)c2ccc(Cl)cc2Cl)c2cc(OC)c(OC)c(OC)c2)cc1	93.8
CCOC(=O)C(CC)C(O)c1ccccc1 (stereo not drawn)	112.7
CN1CCN(c2c3c(c(C#N)c4nc5ccccc5n24)CCC3)CC1	92.0
COC(C(O)C=O)C(O)C(O)CO (stereo not drawn)	102.0
COc1cc2nc(-c3ccc(C(F)(F)F)cc3)cc(OCCN3CCOCC3)c2cc1OC	94.4
O=S(=O)(Nc1ccc(-c2ccccc2)cc1)c1ccccc1	105.8
c1ccc(N(c2ccccc2)c2ccccc2)cc1	94.2
COc1ccc(-c2nc(-c3ccc(C)cc3)nc3[nH]c(-c4ccc(F)cc4)cc23)cc1	93.4
NC(=O)N/N=C/c1ccc(Cl)cc1	106.5
CC1CC=C(O)C12OCC(C)(C)CO2 (stereo not drawn)	117.5

Some of the entries so far, with bars between the fields:
SMILES | HL-60(TB)
CN(C)NC(=O)C(c1ccccc1)c1ccccc1 | 100.0
COc1ccc(NC(=O)c2sc3nc4c(cc3c2N)C(=O)CCC4)cc1 | 109.4
Cc1ccc(Nc2nc(N)n(Cc3cccc(Br)c3)n2)cc1 | 87.3
CCOC(=O)c1cc(C(=O)c2cc(OC)c(OC)c(OC)c2)n2nc(-c3ccc(Cl)cc3)ccc12 | 74.9
COC(=O)CC1=C(C)/C(=C/c2[nH]c(-c3ccc[nH]3)cc2OC)N=C1C | -29.2*
Cc1ccc(-c2nc(S(=O)(=O)c3ccccc3)c(SCC(N)=O)o2)cc1 | 89.8

More records
SMILES	HL-60(TB)
Cc1ccc2[nH]c(=O)cc(N=[N+]=[N-])c2c1	74.6
Oc1ccc(Cc2ccc(O)cc2)cc1	100.1
CCN(CC)CCN(C)c1ccc(CO)c2sc3cc(Cl)ccc3c(=O)c12	94.8
COc1nc(=O)n(C2C=CC(=O)O2)cc1F (stereo not drawn)	1.3*
C[C@]12C=CC(=O)C=C1CC[C@@H]1[C@@H]2[C@@H](O)C[C@@]2(C)[C@H]1CC[C@]2(O)C(=O)COC(=O)CCC(=O)O	105.5
COc1cccc(/C=C/C(C)=O)c1OC	99.1
COc1cc(C2CC(c3ccccc3)=Nc3c(N)nc(N)nc3N2)ccc1Oc1nc(Nc2ccc(F)cc2)nc(N(C)C)n1 (stereo not drawn)	26.1
OC(c1ccccc1)C1CCNCC1 (stereo not drawn) (tested in a mixture with another compound)	111.0
CCN(CC)CCNc1nc2ccccc2c2c(=O)c3cc(Cl)ccc3sc12	78.1
CCCC(NC(=O)c1cccc(N2C(=O)/C(=C/c3cccc(F)c3)SC2=S)c1)C(=O)O (stereo not drawn)	116.8
COc1ccc(-c2nc(SCC(C)C)nc(NCCO)c2C#N)cc1	84.5
O=C1CC2(CCNCC2)Oc2cccnc21	104.6
COc1ccc2c(c1)N(CCO)C1=C(C(=O)OC1)C2c1cccc(F)c1 (stereo not drawn)	-22.7*
O=C(OCCN1C(=O)C2C3C=CC(C3)C2C1=O)C1C2C=CC(C2)C1C(=O)OCCN1C(=O)C2C3C=CC(C3)C2C1=O (stereo not drawn)	98.3
COc1cccc(Nc2nc(NCCO)c3ccccc3n2)c1	61.4
CCOC(=O)c1c(SC)nn(C(=S)Nc2ccccc2)c1N	100.6
NC1(C(=O)N[C@@H](CCO)c2ccc(Cl)cc2)CCN(c2ncnc3[nH]ccc23)CC1	60.7
C=CCOC(=O)COc1ccc(Cl)cc1Cl	109.6
O=C1c2cccnc2-c2ncccc21	95.4[100 µM]
CCOC(=O)c1ccc(NC(=O)c2nc(-c3cc(OC)c(OC)c(OC)c3)n(-c3ccc(Cl)cc3)n2)cc1	77.3
CC(=O)Oc1csc(N(C(C)=O)c2cc(C(=O)O)cc(C(=O)O)c2)n1	113.4
CC1(C)c2[nH]c3ccccc3c2C[C@]2(C)[C@H]3CC=C4[C@@H]5C[C@](C)(C(=O)O)CC[C@]5(C)CC[C@@]4(C)[C@]3(C)CC[C@@H]12	54.9
O=S(=O)(O)/C=C/c1ccccc1	88.0
O=S(c1cc(Cl)cc(Cl)c1O)c1cc(Cl)cc(Cl)c1O	99.0
Nc1ccccc1NC(=O)CCCCC(=O)Nc1ccc2c(c1)/C(=C/c1ccc[nH]1)C(=O)N2	89.6
COc1cc(CNC(=O)/C=C/C=C/c2ccc3c(c2)OCO3)ccc1OCc1cn(-c2ccc(C#N)cc2)nn1	104.1
NS(=O)(=O)c1ccc(C(=O)O)cc1	100.0
CCOC(=O)NC(C)=O	87.3
O=C1C(=O)N(CCCCn2cc(-c3ccc(F)cc3)nn2)c2ccccc21	110.1
COc1ccc(-c2c(C#N)c(-c3ccccc3)nc3c2c(-c2ccccc2)nn3-c2ccccc2)cc1OC	103.9
C=CCC1(CC=C)C(=O)N(C)C(=O)N(c2ccccc2)C1=O	101.3
CCNc1ccc(-c2ccc(NCC)cc2)cc1	72.0
COc1ccc(Cc2nn(CC(=O)N/N=C/c3ccc([N+](=O)[O-])cc3)c(=O)c3c(C)noc23)cc1	108.7
CCCCOc1ccc(C(=O)Nc2cc(C)on2)cc1	112.5
CCCCOC(=O)Oc1ccc(C(=O)Oc2ccc(OCC)cc2)cc1	109.2
COc1cc(NC(=O)CSc2nnc(-c3ccc(-c4nc5ccc(C)cc5[nH]4)cc3)o2)cc(OC)c1OC	85.2
Cc1ccc(S(=O)(=O)N(CCC(=O)O)CCC(=O)O)cc1	101.1
COC(=O)c1[nH]nc2c1C1(C(=O)Nc3ccc([N+](=O)[O-])cc31)C(C#N)=C(N)O2 (stereo not drawn)	116.9
CCNCC(=O)Nc1ccc(C(=O)OCC)cc1	88.6
O=C(NCCCNc1nccc(-c2c(-c3cccc(F)c3)nc3sccn23)n1)c1ccc(F)cc1	110.1
O=C(Nc1ccc(F)c([N+](=O)[O-])c1)c1ccc2c(c1)C(=O)OC2=O	67.1
CS(=O)(=O)c1cnccn1	72.4
COC(=O)c1nc(=S)[nH]c(C(=O)OC)c1C(=O)c1cc(Cl)ccc1Cl	106.8
Cc1ccc(OCc2cccc(Cl)c2)cc1	73.2
Cn1c2c(c3ccc(Cl)cc31)-n1cccc1C2=O	64.9
O=C(OCCO)c1ccccc1-c1c2cc3cc(Br)c(O)c(Br)c3oc-2c(Br)c(=O)c1Br	95.0
COc1cc2c(c(OC)c1OC)C(=O)CC(c1cccc(NC(=O)CN)c1)O2 (stereo not drawn)	103.6
CCCn1nnnc1N	111.2
COc1cc2c(cc1OC)[C@H](C(=O)O)[C@@H](c1ccc(OC(C)C)c(OC)c1)N(C)C2=O	94.9
CCOC(=O)Nc1ccccc1NC(=O)c1ccc(NC(=O)c2ccc3c(c2)ncn3-c2ccccc2)cc1	67.1
The list goes on:
SMILES	HL-60(TB)
c1ccc(-c2nn(-c3ccccc3)c3c2-c2ccccc2CO3)cc1	92.3
CC1O[C@@H](c2ccccc2)OC2COC(c3ccccc3)OC12 (stereo partly drawn)	121.2
N=C(N)SCc1nc2cc(Cl)ccc2s1	113.9
COc1cccc(-c2nc(-c3ccc(NC(C)=O)cc3)[nH]c2-c2ccnc(Br)c2)c1	61.1
O=C1c2ccccc2C(=O)N1c1ncn[nH]1	128.7
CC1=CC(=O)/C(=C/N2CCNC2=S)C(=O)O1	104.2
O=C(/C=C/c1ccc(Cl)cc1Cl)c1cccc(OCCCCOc2cccc(C(=O)/C=C/c3ccc(Cl)cc3Cl)c2)c1	106.4
O=C(NCC1Cc2cccc(-c3ccncc3)c2O1)c1csc2c1CCCC2 (stereo not drawn)	77.4
CCCCOC(=O)c1ccc(NC(=O)CCCCl)cc1	88.9
N#Cc1ccc(N)cc1OCCCN1CCOCC1	102.7

2 entries picked at random from the list so far:
SMILES	HL-60(TB)
COc1ccc(-c2nc(SCC(C)C)nc(NCCO)c2C#N)cc1	84.5
CCCCOc1ccc(C(=O)Nc2cc(C)on2)cc1	112.5

(listing goes on)
SMILES	HL-60(TB)
c1csc([C@@H](CC2CCCCC2)c2ccc3ccccc3c2)c1	99.5
O=C(NCC1CC1)NC(=O)c1c(F)cccc1Cl	90.1
Cc1cc(Cl)ccc1OC(C)C(=O)Nc1nnc(C2CC2)s1 (stereo not drawn)	108.5
COc1ccc(C(C)(C)C#N)cc1	97.7
COc1cc(/C(C)=N/NC(=O)c2ccncc2)ccc1O	118.7&103.7
Cc1ccc(C2=Nc3c(N)nc(N)nc3NC(c3cccc(Nc4ccnc5cc(C(F)(F)F)ccc45)c3)C2)cc1 (stereo not drawn)	-11.3*
O=c1c2ccccc2nc(-c2ccccc2)n1-c1ccc(S(=O)(=O)Nc2ncccn2)cc1	105.8
N#CC12C(=O)NC(=O)C1(C#N)C2C(=O)c1ccccc1 (stereo not drawn)	94.7
O=C1/C(=C/c2ccc([N+](=O)[O-])o2)Oc2ccc(Cl)cc21	-21.3*
COc1cc2oc(-c3cccc(NC(=O)c4ccc(C)cc4)c3)cc(=O)c2c(OC)c1OC	71.1

Exported in CSV form: entries from further up
canonical_smiles,HL-60(TB)
O=c1c2ccccc2nc(-c2ccccc2)n1-c1ccc(S(=O)(=O)Nc2ncccn2)cc1,105.8
N#CC12C(=O)NC(=O)C1(C#N)C2C(=O)c1ccccc1 (stereo not drawn),94.7
O=C1/C(=C/c2ccc([N+](=O)[O-])o2)Oc2ccc(Cl)cc21,-21.3*
COc1cc2oc(-c3cccc(NC(=O)c4ccc(C)cc4)c3)cc(=O)c2c(OC)c1OC,71.1

(listing goes on)
SMILES	HL-60(TB)
CCCCCCCC/C=C\CCCCCCCC(=O)OCC1CCCO1 (stereo not drawn)	90.3
CC1(c2ccc(Cl)cc2)Nc2ccccc2-c2ccnn21 (stereo not drawn)	91.3
Cc1ccc2oc(=O)cc(-c3sc(N4CCCCC4)nc3-c3ccccc3)c2c1	95.0
O=C(O)CSc1nc2ccc(Br)cc2[nH]1	77.4
O=C(CN1C(=O)NC(c2ccccc2)(c2ccccc2)C1=O)c1ccc(N2CCN(c3ccc(Cl)cc3)CC2)cc1	123.8
CCOC(=S)SCc1cc(=O)oc2ccc(C)cc12	53.2
CCCCOC(c1ccccc1)c1ccccc1	87.4
CC(=O)c1nc2ccccc2n1CCNC(N)=O	80.5
CCn1c(SC/C(=N/O)c2ccc(OC)cc2)nnc1-c1ccncc1	104.0
Oc1ccc(Cl)cc1Cc1ccccc1	94.3
CCOC(=O)N[C@H]1CCc2cc(OC)c(OC)c(OC)c2-c2ccc(SC)c(=O)cc21	-28.9*
Nc1ncnc2c1ncn2C1OC(COP(=O)(O)O)C(O)C1O (stereo not drawn)	102.3

Screens deposited in PubChem BioAssay by NCI.

An excerpt; the hit share may differ from the screen's.
